HP1b binding inh: HP1-beta chromodomain-methylated histone interaction inhibition | P83916 | AlphaScreen HP1-beta / biotin-H3K9me3 peptide binding | Potency, µM (titrated, usually from 114 µM), inactives show at the highest dose activity change, negative = inhibition, actives largely listed as inhibitors | hit rate 0.56% among 390,000; further: potency means the concentration at half of the fitted maximal effect; nearly all actives have a fitted effect of over 70% in size; inactives centre near 23
Target sequence (P83916 whole entry, looked up): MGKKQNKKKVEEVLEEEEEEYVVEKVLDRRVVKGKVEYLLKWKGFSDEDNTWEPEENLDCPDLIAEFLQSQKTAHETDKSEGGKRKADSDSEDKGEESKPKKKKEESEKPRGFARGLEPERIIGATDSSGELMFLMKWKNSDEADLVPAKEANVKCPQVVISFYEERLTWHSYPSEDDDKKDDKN
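HP1-beta protein (50 nM final) preincubated 30 min at room temperature with biotinylated H3(1-18)K9me3 peptide (50 nM) in PBS pH 7.4, 0.01% Tween-20, then compound added for 30 min. AlphaScreen streptavidin donor/nickel chelate acceptor beads (10 ug/mL final), 30 min dark, luminescence read.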
BAZ2B block: blocks human BAZ2B; AlphaScreen BAZ2B-H3K14Ac peptide displacement; Potency, µM (doses to about 114 µM), for the others: at the top dose activity change, negative = inhibition, usual class: inhibitors; hit rate 4.4% among 360,000; further: potency means the concentration at half of the fitted maximal effect; on the % scale 0 is the no-effect control and ±100 the full control effect; nearly all actives have a fitted effect of over 60% in size
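AlphaScreen displacement of biotin-H3(5-23)K14Ac peptide (50 nM final) from BAZ2B (50 nM final) in PBS pH 7.4, 0.01% Tween-20; complex preformed 30 min RT, then compounds (top 110 uM) 30 min RT, beads 20 min dark.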
Pin1 inhibitor: human Pin1 inhibition | Q13526 | Pin1 FP peptide displacement, HiFluor488, 10 min | Potency, µM (top dose mostly 115 µM), for the others: at the highest dose activity, negative = inhibition, most hits filed as inhibitors | hit rate 0.009% among 390,000 | AID 504891; active means well fitted inhibition curve with a large enough effect in the polarisation, with a control signal flat, not every such curve was filed as active; inconclusive means small, poorly fitted or top-dose-only effect, or effect the other way, or a change in a side signal; inactive means no such curve, though single readings can be large or run the other way; the % refers to the polarisation; further: potency means the concentration at half of the fitted maximal effect; on the % scale 0 is the no-effect control and ±100 the full control effect
GLS inh: inhibitors of human glutaminase (GLS); O94925; GLS enzymatic activity, qHTS titration; Potency, µM (top dose mostly 45.5 µM), for the others: top-dose activity change, negative = inhibition, actives largely listed as inhibitors; hit rate 0.21% among 410,000; further: potency means the concentration at half of the fitted maximal effect; on the % scale 0 is the no-effect control and ±100 the full control effect
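Human kidney-isoform GLS in 45 mM KH2PO4 pH 8.2, 0.02% Tween-20, with compound, started with 1mM L-Glutamine (added stock). Glutamate oxidase/HRP/Amplex red coupled fluorescence read at start and after 30 min at RT.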
JMJD2A Tudor inh: inhibitors of human JMJD2A Tudor domain | AlphaScreen JMJD2A-Tudor / H3K4me3 peptide binding | AID 504339 | Potency, µM (titrated, usually from 114 µM), inactives show top-dose activity change, negative = inhibition, actives largely listed as inhibitors | hit rate 4.4% among 390,000; further: potency means the concentration at half of the fitted maximal effect; on the % scale 0 is the no-effect control and ±100 the full control effect; nearly all actives have a fitted effect of over 50% in size
G9a block: blocks human histone lysine methyltransferase G9a; Q96KQ7; G9a H3K9 monomethylation, AlphaScreen, 2 h; Potency, µM (top dose mostly 102 µM), for inactives: at the top dose activity, negative = inhibition, actives largely listed as inhibitors; hit rate 8.8% among 350,000; further: potency means the concentration at half of the fitted maximal effect; on the % scale 0 is the no-effect control and ±100 the full control effect; nearly all actives have a fitted effect of over 75% in size
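Readings reflect AlphaScreen signal from monomethyl-H3K9 antibody detection. HMT at 20 nM; substrate b-H3K9 500 nM; cofactor SAM 20 uM; 2 h RT reaction; compounds tested as titrations in qHTS with 15 min preincubation.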
PI4K2A block: inhibitors of human PI4K2A | Q9BTU6 | purified PI4K2A, ADP-Glo luminescence, 1 h; stronger effect = lower value | activity change, negative = inhibition, % at 76.9 µM | hit rate 0.13% among 420,000 | AID 1346378; in the data active means activity change below about -50%; inconclusive means mostly about -30% to -49%;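 further: -100% = wells without enzyme as full effect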
Target sequence (Q9BTU6 whole entry, looked up): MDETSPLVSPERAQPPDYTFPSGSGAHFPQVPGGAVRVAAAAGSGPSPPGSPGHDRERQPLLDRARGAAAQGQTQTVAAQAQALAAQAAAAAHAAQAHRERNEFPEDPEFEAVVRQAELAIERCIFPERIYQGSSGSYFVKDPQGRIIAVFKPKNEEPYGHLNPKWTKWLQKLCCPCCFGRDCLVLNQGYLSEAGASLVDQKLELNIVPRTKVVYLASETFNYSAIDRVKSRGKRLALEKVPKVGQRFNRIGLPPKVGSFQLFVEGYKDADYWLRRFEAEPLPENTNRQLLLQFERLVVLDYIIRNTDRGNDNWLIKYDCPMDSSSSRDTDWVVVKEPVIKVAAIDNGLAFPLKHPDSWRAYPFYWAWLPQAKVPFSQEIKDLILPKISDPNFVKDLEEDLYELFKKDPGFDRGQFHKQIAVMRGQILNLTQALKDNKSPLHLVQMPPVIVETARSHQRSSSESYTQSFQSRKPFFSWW
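Compounds are screened against recombinant PI4K2A using PI as substrate and ATP, the latter dispensed at 300 microM. Reactions run one hour at ambient temperature before ADP-Glo detection; full inhibition defined by wells lacking enzyme.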
Pol eta inh: blocks human DNA polymerase eta activity; Potency, µM (highest dose often 114 µM), without a hit: at the highest dose activity change, negative = inhibition, hits mostly inhibitors; recombinant Pol eta, fluorescent DNA replication assay; Q9Y253; hit rate 1.2% among 390,000; further: potency means the concentration at half of the fitted maximal effect; on the % scale 0 is the no-effect control and ±100 the full control effect
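Fluorescent replication assay: 50 nM final substrate added after a 15 min room-temperature compound preincubation with 10 nM enzyme. Signal taken at 0 min and again at 10 min.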
Tb PGK inh: inhibitors of T. brucei phosphoglycerate kinase; P07378; PGK/GAPDH coupled, Kinase-Glo luminescence, 60 min; Potency, µM (highest dose often 57.5 µM), for inactives: at the highest dose activity change, negative = inhibition, hits mostly inhibitors; hit rate 0.043% among 380,000; AID 602233; further: potency means the concentration at half of the fitted maximal effect; on the % scale 0 is the no-effect control and ±100 the full control effect; nearly all actives have a fitted effect of over 60% in size
Target sequence (P07378 whole entry, looked up): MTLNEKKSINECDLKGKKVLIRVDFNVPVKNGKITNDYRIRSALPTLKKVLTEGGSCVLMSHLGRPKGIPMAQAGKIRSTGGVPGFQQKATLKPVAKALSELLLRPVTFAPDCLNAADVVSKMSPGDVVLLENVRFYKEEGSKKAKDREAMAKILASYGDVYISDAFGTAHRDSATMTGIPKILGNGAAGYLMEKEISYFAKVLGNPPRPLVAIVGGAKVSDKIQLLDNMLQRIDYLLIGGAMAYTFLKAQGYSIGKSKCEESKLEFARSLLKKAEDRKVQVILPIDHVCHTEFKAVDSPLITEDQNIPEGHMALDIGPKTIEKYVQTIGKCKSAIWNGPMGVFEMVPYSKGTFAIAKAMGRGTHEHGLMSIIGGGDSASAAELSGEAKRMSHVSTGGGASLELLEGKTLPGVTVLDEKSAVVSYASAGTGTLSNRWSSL
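Luminescent ATP detection (Kinase-Glo Plus) follows a 60-minute room-temperature incubation, with wells lacking PGK as controls. Buffer: 100 mM TEA (pH 7.6), 5 mM MgCl2, 0.01% Tween-20. Coupling enzyme GAPDH (100 nM final) supplies unstable 1,3-BPG in-well.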
Active calls of the source: *; i = inactive; ? = inconclusive; . = no result given; & = joins results of further samples; [ ] = dose if it differs, or a comment. Unless noted, the call rests on the fitted dose curve; in most records, active means well fitted curve in the direction sought with a large enough effect; inconclusive means small, poorly fitted or top-dose-only effect, or another doubt; inactive means no such curve, though single readings can be large; an effect the other way counts as inactive or inconclusive.

SMILES	HP1b binding inh	BAZ2B block	Pin1 inhibitor	GLS inh	JMJD2A Tudor inh	G9a block	PI4K2A block	Pol eta inh	Tb PGK inh
O=C(Cc1ccccn1)Nc1ccccc1	52%[activator]	?	9%	-2%	-27%	40µM*	2	-9%	i
COC(=O)C1=C(C)N(Cc2ccccc2)C(=NCCc2ccccn2)N[C@H]1c1cccc(F)c1	9%	?	-27%	-2%	?	.	-7	-13%	-3%
CCOC(=O)C1=C(COC(=O)CCOc2ccc(OCC)cc2)NC(=O)NC1C (centres undefined)	60%[activator]	10%	-1%	-5%	-15%	9%[59 µM]	-6	-14%	-1%
COC/C=C/C1=CC2=CC(=O)C(C)(OC(=O)c3cnc4ccccc4n3)C(=O)C2=CN1c1ccc(OC)cc1 (centres undefined)	-21%	.	?	-3%	?	.	-17	?	-4%
Oc1cc2ccccc2nc1-c1ccccc1Cl	-18%	-1%	-5%	-2%	-8%	20%[2.33 µM]	0	-13%	-2%
COCCn1c(C)cc(O)c(C(=O)Nc2cccc(Cl)c2)c1=O	32%	-3%	-7%	2%	-5%	.	1	1%	5%
CN(c1ccccc1)S(=O)(=O)c1cccc(C(=O)OCC(=O)NCCCN2CCCC2=O)c1	40%	4%	1%	20%	-1%	-17%	2	?	7%
Cc1c(Cl)cccc1NC(=O)CSc1ncc(S(=O)(=O)c2ccc(C(C)C)cc2)c(=O)[nH]1	26%	?	?	1%	-9%	-13%[59 µM]	3	-19%	-15%
COc1cc(C(C)=O)ccc1OCC(=O)N1CCCC1c1ccc2c(c1)OCCCO2 (centres undefined)	.	.	.	-1%	.	.	-3	-20%	6%
CCOc1cc(N2CCOCC2)c(OCC)cc1NC(=O)COC(=O)/C=C/c1ccc(OC(F)F)cc1	27%	-28%	-3%	1%	-4%	?	1	-22%	-5%
COc1cc2c(cc1OC)CN(C(=O)Cc1c(F)cccc1Cl)CC2	23%	-4%	-8%	-5%	-3%	11%	-3	-24%	-1%
COc1cccc(NC(=O)CN(C)CC(=O)Nc2ccc(Br)cc2)c1	20%	-2%	5%	7%	-20%	13%	3	-27%	2%
CC(C)(C)NC(=O)NC(=O)COC(=O)c1ccc(OC(F)(F)F)cc1	64%[activator]	1%	-7%	-4%	-6%	2%	-4	-15%	-3%
CC(C)OCCCn1c(=S)[nH]c2cc3c(cc2c1=O)OCO3	35%	-21%	?	-13%	-25%	-30%[59 µM]	-4	1%	0%
O=C(COC(=O)c1cc(=O)[nH]c2ccccc12)Nc1ccc(Cl)cn1	31%	2%	9%	-9%	-8%	?	6	-16%	-7%
CC(C)c1ccc(NC(=O)c2ccc3c(c2)CCN3S(=O)(=O)c2ccccc2)cc1	18%	1%	2%	0%	-20%	-4%[59 µM]	-12	.	.
O=P(Nc1ccccc1)(Nc1ccccc1)c1ccccc1	19%	.	-3%	15%	-1%	.	1	-7%	8%
COc1cc(OC)cc(C(=O)NCCn2ccc3ccccc32)c1	22%	6%	-8%	-5%	-18%	9%	5	-25%	-6%
COCCn1cnnc1SCC(=O)Nc1sccc1C(N)=O	27%	-29%	7%	11%	-9%	-20%	9	?	-12%
COc1ccc(NC(=O)Nc2cc3oc4ccccc4c3cc2OC)cc1	3%	5%	5%	8%	-5%	3%[59 µM]	3	-5%	-2%
Cc1c(CCOC(=O)C23CC4CC(CC(C4)C2)C3)sc[n+]1CC#N	19%	0%	-5%	-7%	-13%	-42%	-3	-16%	7%
Cn1nnnc1Sc1ncnc2scc(-c3ccc(Br)cc3)c12	38%	.	15%&19%	6%	-12%&-13%	.	10	-3%	9%
CC(NC(=O)C(=O)NN=C1CCC(C(C)(C)C)CC1)c1ccccc1 (centres undefined)	23%	-9%	4%	13%	-5%	-11%	0	-15%	2%
O=C(COc1ccccc1)Nc1cccc(-c2nc3cc4ccccc4cc3[nH]2)c1	50%[activator]	-3%	9%	1%	1%	64%[activator][12.7 µM]	-16	-21%	-17%
c1ccc2c(c1)nc(N1CCOCC1)c1nnnn12	38%	-6%	?	-4%	-7%	-38%[59 µM]	0	-6%	i

3 neighbouring records already listed, for reference:
SMILES	HP1b binding inh	BAZ2B block	Pin1 inhibitor	GLS inh	JMJD2A Tudor inh	G9a block	PI4K2A block	Pol eta inh	Tb PGK inh
CN(c1ccccc1)S(=O)(=O)c1cccc(C(=O)OCC(=O)NCCCN2CCCC2=O)c1	40%	4%	1%	20%	-1%	-17%	2	?	7%
Cc1c(Cl)cccc1NC(=O)CSc1ncc(S(=O)(=O)c2ccc(C(C)C)cc2)c(=O)[nH]1	26%	?	?	1%	-9%	-13%[59 µM]	3	-19%	-15%
COc1cc(C(C)=O)ccc1OCC(=O)N1CCCC1c1ccc2c(c1)OCCCO2 (centres undefined)	.	.	.	-1%	.	.	-3	-20%	6%

(continued)
SMILES	HP1b binding inh	BAZ2B block	Pin1 inhibitor	GLS inh	JMJD2A Tudor inh	G9a block	PI4K2A block	Pol eta inh	Tb PGK inh
CCOC(=O)c1c(C)[nH]c(C(=O)COC(=O)CCC(=O)c2ccc3c(c2)OCCO3)c1C	19%	5%	2%	-1%	4%	-8%[59 µM]	-2	-14%	3%
COC(=O)Cn1c(=NC(=O)c2ccc(S(=O)(=O)N3CCc4ccccc4C3)cc2)sc2cc(OC)ccc21	39%[activator]	2%	7%	7%	-4%	28%[59 µM]	6	-17%	-3%
COc1cccc(C2CCCN2Cc2nc(-c3sccc3C)oc2C)c1 (centres undefined)	1%	-34%	35%[activator]	4%	-16%	-36%	14	-11%	-7%
CC1=C(C(=O)OC2CCCCCCC2)C(c2ccc(O)cc2)NC(=O)N1 (centres undefined)	-6%	-1%	3%	19%	-29%	-13%	-1	-16%	-5%
CC(C)c1ccc(NC(=O)c2cc(S(=O)(=O)NCCC3=CCCCC3)ccc2F)cc1	22%	4%	1%	4%	-13%	10%[59 µM]	0	-25%	1%
COc1cccc(CNC(=O)c2ccc3c(c2)sc2nc(-c4cccc(OC)c4)cn23)c1	38%	0%	1%	-2%	1%	-2%[59 µM]	-3	-3%	-7%
CCCCc1ccc(NC(=O)CSc2nc(=O)[nH]c3c2CCCC3)cc1	36%	-4%	3%	5%	-10%	-15%[59 µM]	0	-26%	-5%
CCC(CC)c1nnc(NC(=O)C2CCCO2)s1 (centres undefined)	15%	-34%	2%	-6%	5%	?	-5	-8%	-4%
COc1cccc(CN(C)C(=O)c2ccc3nccnc3c2)c1	37%	-12%	?	1%	-20%	-5%	-13	13µM*	i
O=C(Nc1cccc(N2C(=O)C3CCCCC3C2=O)c1)c1ccccc1 (centres undefined)	38%	-1%	-5%	1%	-6%	11%	-6	-10%	-8%
CCc1nc2nc(C)c(NS(=O)(=O)c3ccc(F)cc3)c(=O)n2[nH]1	-11%	12%	0%	29%	-3%	25µM*	2	-7%	6%
Cc1cc(C)n(CC(=O)N/N=C/c2cc(Br)cc([N+](=O)[O-])c2O)n1	-3%	?	-10%	-2%	?	?	6	-6%	-4%
COc1ccc(CNC(=O)c2ccc3c(=O)n(-c4ccccc4)c(=O)[nH]c3c2)cc1	46%[activator]	-17%	-6%	-6%	2%	12%	0	-19%	6%
CCOC(=O)Cn1c(=O)oc2cc(S(=O)(=O)N3CCN(c4ccc(Cl)cc4)CC3)ccc21	18%	-7%	18%	3%	-25%	-9%[59 µM]	-7	-19%	2%
COc1ccc(NC2c3ccccc3C(=O)N2Cc2ccccc2Cl)cc1OC (centres undefined)	?	?	-7%	12%	-18%[11.4 µM]	50µM*	-3	47%[activator]	-7%
CCOC(=O)N1CCN(C(=O)c2cc3c(-c4cccc(OC)c4)nn(C)c3s2)CC1	27%	2%	2%	4%	-2%	-9%	-3	-15%	-6%
O=C(NNc1c(Cl)cc(Cl)cc1Cl)c1cccc([N+](=O)[O-])c1	-6%	?	-10%	16%	-27%	-16%[59 µM]	2	-23%	6%
COc1cc(OC)c(NC(=O)C(C)n2c(=O)cc(-c3ccccc3)c3c(C)nn(C)c32)cc1Cl (centres undefined)	-5%	?	36%[activator]	1%	-30%	2%[59 µM]	-2	-7%	2%
Cc1cc(C)nc(/N=C2\NC(=O)CC(C(=O)O)N2c2ccc(Oc3ccccc3)cc2)n1 (centres undefined)	21%	3%	-10%	25%	-13%	22%[59 µM]	0	7%	5%
CCC(CC)c1nnc(NC(=O)CN2C(=O)NC3(CCCC3)C2=O)s1	33%	-19%	0%	-5%	-1%	17%	-3	-24%	1%
Cc1cccc(OCC(=O)Nc2c(C(=O)N3CCN(c4ccccc4)CC3)oc3ccccc23)c1	33%	-17%	-7%	-7%	-16%	?	2	-14%	-10%
CC(=O)c1cccc(NC(=O)C2CCN(c3ncnc4c3nc3n4CCCCC3)CC2)c1	7%	-20%	1%	2%	-14%	8%[59 µM]	-2	-10%	i
O=S(=O)(N1CCCCC1)N1CCN(c2ccccc2F)CC1	31%	11%	6%	0%	9%	26%[59 µM]	-1	-3%	-3%
CCCOc1cc(CN2CCCCC2)cc(C(C)=O)c1	19%	-4%	-5%	3%	-16%	?	-1	-16%	-12%
CC(c1ccccc1)n1c(SCC(=O)Nc2ccccc2)n[nH]c1=O (centres undefined)	17%	-7%	2%	3%	-8%	-7%[0.501 µM]	3	-7%	8%
O=C(N/N=C/c1ccc([N+](=O)[O-])o1)c1cccc(S(=O)(=O)N2CCOCC2)c1	22%	-21%	-2%	-18%	-2%	-8%	-1	-13%	-8%
Cc1ccc(S(=O)(=O)NCC(=O)N(CC(=O)NC2CCCCC2)Cc2ccco2)cc1	9%	2%	-15%	1%	-6%	-6%[12.7 µM]	-15	?	-9%
COC(=O)c1sccc1-c1ccc(/C=N/OCc2c(Cl)cccc2Cl)o1	76%[activator]	20%	4%	.	65%[activator]	28%	0	-7%	-6%
Cc1ccc(S(=O)(=O)Nc2nonc2C)cc1	28%	-35%	5%	7%	-10%	3%[59 µM]	1	-12%	3%

This is a subset. The share of hits here may be higher or lower than overall.
